# CCHFV vOTU inh: CCHFV vOTU protease inhibition. inhibition, % at 11.5 µM. hit rate 0.55% among 370,000. Pep-AMC fluorescence; also: 0% = vehicle wells with enzyme and 100% = no enzyme wells
# FBA Mtb inh: Mtb fructose-bisphosphate aldolase inhibition. purified M. tuberculosis FBA, fluorescence read-out. P9WQA3. inhibition, % at 1 µM. hit rate 2.3% among 360,000. AID 588726; in the data active = inhibition above about 27%;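 also: 0% = vehicle and 100% = reference inhibitor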
# BoNT-F LC inh: inhibitors of Botulinum neurotoxin F light chain protease. hit rate 0.22% among 360,000. inhibition, % at 10 µM. Multiplex microsphere protease cleavage assay, flow cytometry; in the data active = inhibition above about 35%, passing the limit was not always enough; inconclusive = no clear call, values can overlap the other calls; also: plate controls were buffer without enzyme for full effect and enzyme alone for no effect
# Mtb BioA inh: blocks M. tuberculosis BioA enzyme activity; purified M. tuberculosis BioA enzyme, plate reader; inhibition, % at 9.99 µM; hit rate 0.096% among 360,000; in the data active = inhibition above about 40%; inconclusive = no clear call, values can overlap the other calls
# FadD28 FP inh: inhibitors of Mycobacterium tuberculosis FadD28 bisubstrate binding; inhibition, % at 12.5 µM; FadD28 bisubstrate probe binding, fluorescence polarization; hit rate 0.22% among 360,000; in the data active = inhibition above about 8.5%, passing the limit was not always enough; inconclusive = no clear call, values can overlap the other calls
# Rv3671c protease: Rv3671c (M. tuberculosis) protease inhibition. P9WHR9. inhibition, % at 5.96 µM. hit rate 0.048% among 320,000; in the data active = inhibition above about 38%;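 also: extracellular domain of Rv3671c used as enzyme; 0% = enzyme with DMSO and 100% = no enzyme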
# Target sequence (P9WHR9 whole entry, looked up, the tested form may be a part): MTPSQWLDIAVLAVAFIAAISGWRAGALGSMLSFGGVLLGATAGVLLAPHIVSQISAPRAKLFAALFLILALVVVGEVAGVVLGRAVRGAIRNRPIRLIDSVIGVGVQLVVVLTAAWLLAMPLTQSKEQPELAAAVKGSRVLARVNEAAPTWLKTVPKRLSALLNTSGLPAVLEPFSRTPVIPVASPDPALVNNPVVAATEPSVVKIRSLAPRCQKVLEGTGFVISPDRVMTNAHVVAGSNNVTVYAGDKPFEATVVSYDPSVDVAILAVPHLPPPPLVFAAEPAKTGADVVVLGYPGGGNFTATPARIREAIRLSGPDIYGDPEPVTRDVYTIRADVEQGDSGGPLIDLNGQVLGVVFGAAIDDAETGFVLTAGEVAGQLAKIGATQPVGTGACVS
# DUSP3 inh: inhibitors of human VHR1 phosphatase (DUSP3). P51452. recombinant VHR phosphatase, pNPP absorbance. inhibition, % at 13.3 µM. hit rate 0.52% among 290,000; in the data active = inhibition above about 50%; also: some compounds called inactive have numbers as strong as hits
# Target sequence (P51452 whole entry, looked up): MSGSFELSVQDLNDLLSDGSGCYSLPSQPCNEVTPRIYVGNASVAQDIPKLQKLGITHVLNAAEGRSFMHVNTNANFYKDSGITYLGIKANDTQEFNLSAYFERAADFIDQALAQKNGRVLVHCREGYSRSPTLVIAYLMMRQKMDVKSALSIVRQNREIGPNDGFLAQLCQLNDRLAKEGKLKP
# MazEF act: MazEF (E. coli) toxin RNase activation; hit rate 0.32% among 350,000; P0AE70; activation, % at 20 µM; AID 504720; FAM/BHQ RNA-DNA oligo cleavage fluorescence, 5 h; in the data active = activation above about 50%
# Target sequence (P0AE70 whole entry, looked up): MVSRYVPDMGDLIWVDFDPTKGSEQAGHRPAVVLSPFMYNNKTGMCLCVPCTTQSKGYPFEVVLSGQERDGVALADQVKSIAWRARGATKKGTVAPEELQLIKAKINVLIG
# Mtb UGM inh: blocks M. tuberculosis UGM enzyme; AID 504406; inhibition, % at 10 µM; hit rate 0.06% among 320,000; P9WIQ1; purified UGM, fluorescence polarization probe displacement; in the data active = inhibition above about 10%, passing the limit was not always enough; inconclusive = no clear call, values can overlap the other calls
# GDH-TPI counter: counter-screen for M. tuberculosis FBA inhibitors: GDH-TPI coupled enzymes; hit rate 1.2% among 360,000; GDH-TPI coupled enzyme counterscreen, NADH absorbance; inhibition, % at 4.8 µM; AID 588335;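 also: 0% = DMSO wells and 100% = wells lacking the enzyme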
# * hit, by the source's call; ? = inconclusive; . = not tested or not shown; + = active, no number; & = joins results of further samples. Rule as the data show it, unless noted: active = inhibition above about 30%; inactive = the rest. Compounds as they come; about 4.9% have a hit in one of these screens.
SMILES,CCHFV vOTU inh,FBA Mtb inh,BoNT-F LC inh,Mtb BioA inh,FadD28 FP inh,Rv3671c protease,DUSP3 inh,MazEF act,Mtb UGM inh,GDH-TPI counter
CCCN(CC(=O)Nc1ccccc1C)C(=O)c1ccc2ccccc2n1,2,7,2,.,-0.6,1,.,-4,1.8,6
CN1CC2(Cc3c1ccc1ccccc31)C(=O)OC(C)(C)OC2=O,-100,+,6,-1.5,0.9,4,24,-1,0.8,7
Cc1ccc(N=Nc2c(O)n(CN3CCOCC3)c3ccccc23)cc1,.,-5,-9,-0.9,-1.3,-20,23,57*,1.1,9
O=C(CSC1=NCCS1)N1CCCCCC1,0,2,3,-2.1,-0.7,-6,36,5,-0.1,1
O=C(Nc1ccccc1)N1CCCC1c1cccs1 (configuration not stated),-1,0,?,1.3,-2.6,6,32,-2,1.4,2
CC(=O)c1ccc(Oc2ccc(C(=O)c3ccc(C)c(C)c3)cc2[N+](=O)[O-])cc1,-5,-5,-3,-2.0,-2.9,0,8,-8,0.7,-8
COc1ccc(/C=N/Nc2nc(-c3cccc(S(=O)(=O)N4CCCC4)c3)cs2)cc1OC,3,2,-12,.,0.7,-9,-7,8,.,9
Cc1ccc(CN2CCN(/N=C/C=C/c3ccccc3[N+](=O)[O-])CC2)cc1,17,-3,-7,0.7,-0.7,10,22,-13,2.2,9
Cc1cc(NCc2ccccc2)nc(-c2ccccc2O)n1,2,6,-2,-0.3,-6.1,-6,19,-4,-1.0,0
CCOC(=O)C1(CCOc2ccccc2)CCN(Cc2cc(OC)cc(OC)c2)CC1,9,2,-4,-1.5,-0.8,6,-18,-6,0.6,3
O=c1oc2cc(O[C@@H]3OC[C@@H](O)[C@H](O)[C@H]3O)ccc2c2ccccc12,-67,71*,-10,-1.0,-0.6,3,17,-1,2.1,15
COc1ccccc1NC(=O)C(C)N(C)CCOc1ccccc1 (configuration not stated),10,3,-2,0.9,0.5,5,14,15,0.2,0
CS(=O)c1ccccc1COC(=O)Nc1cccc(Cl)c1 (configuration not stated),-9,-2,-8,3.9,-5.3,-14,23,9,1.0,2
COc1ccccc1Nc1nnc(Cc2ccccc2)c(=O)[nH]1,15,-1,7,.,-3.0,-6,16,1,-1.7,6
O=C(CCc1ccccc1)NC(c1cccs1)c1cc(Cl)c2cccnc2c1O (configuration not stated),4,1,-3,.,-1.7,.,16,2,.,-1
CC(=O)Nc1ccc(S(=O)(=O)NCC(=O)OCC(=O)NC(=O)c2cccn2C)cc1,-7,0,-8,0.0,-3.3,-2,-8,2,-0.9,-6
Cc1ccc(NC(=O)COC(=O)c2cccc3c(=O)c(C)c(-c4ccccc4)oc23)cc1,-4,-1,4,-0.1,-5.6,-43,5,8,1.8,-3
Cc1nc2c(c(C)nn2-c2ccccc2)c(C)c1CCC(=O)N1CCC2(CC1)OCCO2,.,11,-2,1.6,-3.8,-6,4,0,0.8,11
CCn1c(SCC(=O)N2CCCC2=O)nnc1-c1cccs1,1,3,-11,0.7,-0.1,-2,.,7,1.5,-1
N#C/C(=C\c1ccccc1C(F)(F)F)C(=O)Nc1ccccc1F,-16,-2,6,-0.5,-4.2,-17,-4,0,1.6,0
CN1CCN(Cc2nc3ccccc3c(=O)n2Cc2nc(-c3ccc([N+](=O)[O-])cc3)cs2)CC1,-1,4,-1,.,-0.8,-7,0,14,0.1,10
CCOC(=O)COc1ccc([N+](=O)[O-])cc1,10,-7,0,.,-0.9,3,8,-1,0.0,8
CCCOc1ccc(C(=O)NCCN2CCOCC2)cc1,2,-6,?,-3.9,-3.4,-3,6,10,-2.0,-5
O=C(/C=C/c1cccc(F)c1)N1CCN(c2ncccn2)CC1,7,-4,-5,1.2,-4.9,-2,5,1,1.0,-4
COc1ccccc1C(=O)Nc1ccc2c3c(cccc13)CC2,-9,3,-11,-0.6,-0.4,-2,-5,16,-1.1,2

# Carrying on:
SMILES,CCHFV vOTU inh,FBA Mtb inh,BoNT-F LC inh,Mtb BioA inh,FadD28 FP inh,Rv3671c protease,DUSP3 inh,MazEF act,Mtb UGM inh,GDH-TPI counter
COc1cc2ccccc2cc1C(=O)OCc1nc2ccsc2c(=O)[nH]1,-12,20,5,-1.1,0.5,-1,.,20,-2.9,11
Nc1ncnc2c1ncn2[C@@H]1O[C@H](COP(=O)(O)O)[C@@H](O)[C@H]1O,2,5,2,-1.8,2.7,-10,25,6,-5.4,-2
CCOC(=O)C1(CCc2ccccc2)CCN(Cc2csc(C(C)=O)c2)CC1,-5,2,-8,.,-1.1,4,-1,-8,-1.4,5
COc1ccc(NC(=O)C2Cc3c(-c4ccc(NC(C)=O)cc4)ccnc3O2)cc1 (configuration not stated),3,1,0,1.8,-6.2,.,.,.,.,-7
CCOc1ccccc1Nc1nnc(SCC(=O)N(C)C2CCS(=O)(=O)C2)s1 (configuration not stated),6,2,-1,.,-0.5,4,.,4,-0.8,11
Nc1ncnc2c1ncn2CCNCCc1ccccc1,4,-4,20,-0.2,0.5,-3,8,-9,3.4,10
Cc1ccc(S(=O)(=O)Cn2nnnc2C(CC(C)C)N2CCN(c3ccccc3)CC2)cc1 (configuration not stated),3,1,0,-2.2,-0.1,-4,9,5,1.5,-6
CC(C)c1ccc(NC(=O)CSc2nc(=O)n(CCCN3CCOCC3)c3c2CCCC3)cc1,18,6,11,-0.3,1.0,-6,.,-2,-0.4,1
O=C(Cc1n[nH]c(=O)c2ccccc12)OCC(=O)c1ccc(OC(F)F)cc1OC(F)F,7,-1,14,-0.6,-2.2,-9,.,-4,-1.9,-1
COCC(C)NC(=O)/C(=C/c1ccccc1)c1ccccc1 (configuration not stated),10,3,0,.,-1.4,-8,38,-1,1.3,-1
CCOc1ccc(Br)cc1CNc1ccc2c(c1)OCCO2,4,1,-6,-0.8,-0.8,2,9,1,2.5,4
CCOc1nc(C)ccc1-c1noc(-c2ccco2)n1,0,8,2,-0.5,-1.6,-5,-2,6,1.4,-2
COc1ccc(N=Cc2c(O)[nH]c3ccccc23)cc1,6,0,11,-1.5,0.0,-4,36,6,4.1,17
COC(=O)C1=CN(Cc2ccc(OC)c(OC)c2)C=C(C(=O)OC)C1c1ccc(F)cc1,-130,97*,14,10,-1.9,2,17,10,-0.6,24
COc1ccc(CC(NC(C)=O)C(=O)NC2CCN(c3c(Cc4ccccc4)c(C)nc4ncnn34)CC2)c(OC)c1 (configuration not stated),8,2,0,.,-2.6,2,13,4,1.7,4
Cc1onc(-c2ccccc2Cl)c1C(=O)NC(=S)Nc1ccccc1C(N)=O,-19,12,0,-7.0,-5.5,-18,5,1,1.5,1
O=C(NCc1ccccc1)c1ccc(Cl)c(NC2=NC3CS(=O)(=O)CC3S2)c1 (configuration not stated),-4,6,-7,-2.1,-2.8,-10,17,2,0.0,-5
Cn1c(N)c(C(=O)COC(=O)CCCc2c[nH]c3ccccc23)c(=O)n(C)c1=O,-8,1,3,0.6,2.0,1,19,6,-2.7,-3
COc1cc(NC(=O)COc2ccccc2C)ccc1NC(=O)c1ccco1,-3,-2,-5,-2.1,.,-10,0,-2,-0.4,3
Cc1ccccc1Nc1scc(-c2ccc(Br)cc2)[n+]1-c1ccccc1C,6,-1,-5,1.5,-4.5,-2,37,1,-0.1,-2
CCCCN(CC)S(=O)(=O)c1ccc2c(c1)n(C)c(=O)c(=O)n2C,19,7,-4,-0.8,-1.0,6,-5,6,0.8,-2
COc1ccc(-c2cc(C(F)(F)F)nc(SCC(=O)Nc3ccc4c(c3)OCO4)n2)cc1OC,-7,-2,-3,-0.9,-0.4,-30,3,-18,.,22
Cc1ccccc1C(=O)NC(=S)Nc1ccc2[nH]c(=O)[nH]c2c1,-7,-1,-4,-1.2,-4.7,-1,33,1,-5.8,-5
CSc1ccccc1OCc1cc(C(=O)N(C)CCn2nc(C)cc2C)no1,8,0,-1,-0.6,0.6,9,24,3,-2.2,3
CC(=O)c1ccc(-n2c(CCC(=O)O)ccc2-c2ccc(Cl)cc2)cc1,4,-1,10,0.6,-2.6,1,48,-10,1.8,-1

# Some of these compounds in order of heavy-atom count, rising:
SMILES,CCHFV vOTU inh,FBA Mtb inh,BoNT-F LC inh,Mtb BioA inh,FadD28 FP inh,Rv3671c protease,DUSP3 inh,MazEF act,Mtb UGM inh,GDH-TPI counter
O=C(CSC1=NCCS1)N1CCCCCC1,0,2,3,-2.1,-0.7,-6,36,5,-0.1,1
COc1ccc(N=Cc2c(O)[nH]c3ccccc23)cc1,6,0,11,-1.5,0.0,-4,36,6,4.1,17
CCCOc1ccc(C(=O)NCCN2CCOCC2)cc1,2,-6,?,-3.9,-3.4,-3,6,10,-2.0,-5
CCOc1ccc(Br)cc1CNc1ccc2c(c1)OCCO2,4,1,-6,-0.8,-0.8,2,9,1,2.5,4
COc1ccccc1C(=O)Nc1ccc2c3c(cccc13)CC2,-9,3,-11,-0.6,-0.4,-2,-5,16,-1.1,2
COc1ccccc1NC(=O)C(C)N(C)CCOc1ccccc1 (configuration not stated),10,3,-2,0.9,0.5,5,14,15,0.2,0
CC(=O)c1ccc(-n2c(CCC(=O)O)ccc2-c2ccc(Cl)cc2)cc1,4,-1,10,0.6,-2.6,1,48,-10,1.8,-1
COc1cc(NC(=O)COc2ccccc2C)ccc1NC(=O)c1ccco1,-3,-2,-5,-2.1,.,-10,0,-2,-0.4,3
CC(=O)c1ccc(Oc2ccc(C(=O)c3ccc(C)c(C)c3)cc2[N+](=O)[O-])cc1,-5,-5,-3,-2.0,-2.9,0,8,-8,0.7,-8
CC(=O)Nc1ccc(S(=O)(=O)NCC(=O)OCC(=O)NC(=O)c2cccn2C)cc1,-7,0,-8,0.0,-3.3,-2,-8,2,-0.9,-6
O=C(Cc1n[nH]c(=O)c2ccccc12)OCC(=O)c1ccc(OC(F)F)cc1OC(F)F,7,-1,14,-0.6,-2.2,-9,.,-4,-1.9,-1
Cc1ccc(S(=O)(=O)Cn2nnnc2C(CC(C)C)N2CCN(c3ccccc3)CC2)cc1 (configuration not stated),3,1,0,-2.2,-0.1,-4,9,5,1.5,-6
COc1ccc(-c2cc(C(F)(F)F)nc(SCC(=O)Nc3ccc4c(c3)OCO4)n2)cc1OC,-7,-2,-3,-0.9,-0.4,-30,3,-18,.,22

# New compounds follow:
SMILES,CCHFV vOTU inh,FBA Mtb inh,BoNT-F LC inh,Mtb BioA inh,FadD28 FP inh,Rv3671c protease,DUSP3 inh,MazEF act,Mtb UGM inh,GDH-TPI counter
O=C(NCCCN1CCOCC1)c1cc2c([nH]c3ccccc32)c(-c2cccc(Br)c2)n1,-10,21,4,2.9,-14,-8,21,3,-0.1,6
C1CCc2nnc(-c3nnc4n3CCCCC4)n2CC1,5,1,4,-2.7,-0.3,0,16,-2,0.2,13
CCOC(=O)C1=C(N)n2c(s/c(=C\c3cccs3)c2=O)=C(C(=O)OCC)C1c1cccs1 (configuration not stated),14,2,-11,1.0,-2.3,1,29,-1,-2.7,-1
CCCCCn1c(N2CCCC2)nc2c1c(=O)n(C)c(=O)n2C,-11,2,?,1.9,-1.5,3,22,10,0.5,-1
CC(=O)C1=C(O)C(=O)N(c2ccc(Br)cn2)C1c1ccc(Br)cc1 (configuration not stated),-3,3,.,1.9,0.0,4,17,-7,4.1,-5
Cc1ccc(-n2c(O)c(/C=N/n3cnnc3)c3ccccc3c2=O)cc1,6&12,5&25,-1&-3,-0.7&-1.4,0.7&1.2,1&-8,19&34,19&2,3.7&1.0,11&8
